# Source: PubChem (National Center for Advancing Translational Sciences (NCATS))
# D1 PAM = potentiators of human D1 dopamine receptor | HEK293 TREx D1 cells, calcium flux, dopamine EC20 potentiation | potentiation, % at 10 µM | 360,000 compounds, 0.036% hits; in the data active = potentiation above about 30%; note: 0% is about no effect
# Target sequence (P21728 whole entry, looked up): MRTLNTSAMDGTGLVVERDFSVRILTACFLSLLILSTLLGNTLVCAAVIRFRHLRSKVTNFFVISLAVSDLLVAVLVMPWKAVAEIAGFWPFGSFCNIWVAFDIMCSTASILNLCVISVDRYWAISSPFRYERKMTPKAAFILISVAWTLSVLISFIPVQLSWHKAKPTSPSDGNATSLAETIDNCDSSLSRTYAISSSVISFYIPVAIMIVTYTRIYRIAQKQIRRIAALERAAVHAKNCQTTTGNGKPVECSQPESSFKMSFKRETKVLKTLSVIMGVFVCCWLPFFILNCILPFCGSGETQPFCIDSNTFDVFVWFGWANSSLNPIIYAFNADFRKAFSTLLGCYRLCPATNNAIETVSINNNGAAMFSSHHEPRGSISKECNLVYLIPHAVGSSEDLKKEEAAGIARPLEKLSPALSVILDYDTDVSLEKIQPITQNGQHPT
# RXFP1 agonist = agonists of human relaxin receptor RXFP1 | HEK293T-RXFP1 cAMP TR-FRET, 30 min; response scale: percent of porcine relaxin response, buffer zero | Potency, µM (doses to about 57.5 µM), inactives show at the top dose activation, actives largely listed as activators | 370,000 compounds, 0.3% hits; note: potency is the fitted concentration of half-maximal effect; % is set by controls: 0 for no effect and ±100 for the full control effect; nearly all actives have a fitted effect of over 60% in size; many of its hits are not listed in these tables
#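 HEK293 cells stably expressing RXFP1, treated 30 min at 37C with compounds plus PDE4 inhibitor Ro 20174; cAMP measured by HTRF TR-FRET. Normalized to buffer and 29 nM porcine relaxin; EC50 by Hill fit.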
# D1 ag = human D1 receptor agonism. activation, % at 2 µM. HEK293 T-REx D1 cells, calcium flux, agonist mode. 360,000 compounds, 1% hits. AID 504660. P21728; in the data active = activation above about 30%; note: 0% is about no effect
#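 Inducible HEK293 T-REx D1 cells, force-coupled to calcium signalling, were plated at 4000 cells/well with tetracycline and held overnight at 30 C. After no-wash calcium dye loading, compound-evoked calcium rise over 180 s flagged agonists.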
# Glioma ERSR ind = inducers of ER stress response in human glioma cells; U87-MG GRP78 promoter luciferase reporter, 16 h; 420,000 compounds, 0.02% hits; Potency, µM, for the others: at the top dose activation, usual class: activators; note: potency is the fitted concentration of half-maximal effect; series mostly up to about 76 µM; % of control where 0% means no effect; nearly all actives have a fitted effect of over 35% in size
#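 Stably transfected U87-MG human glioma cells carrying a GRP78-based luminescent sensor were seeded at 1000 cells/well, pin-dosed with compounds and incubated 16 h. Luciferase reagent was then added, and end-point luminescence was read after 10 min at room temperature.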
# LDHA inh = inhibitors of human lactate dehydrogenase A; P00338; purified LDHA, NADH/diaphorase-resazurin fluorescence; stronger effect = lower value; activity change, % (values are at about 110 or 230 µM); 480,000 compounds, 0.15% hits; in the data active = activity change below about -30%;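 note: plate controls were DMSO wells for no effect and wells without enzyme for full effect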
#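 Remaining NADH was detected by diaphorase (0.133 mg/mL) converting 37 µM resazurin to fluorescent resorufin, read at 0 and 20 minutes. The preceding 5-minute room-temperature reaction used 2 nM LDHA, 0.2 mM sodium pyruvate and 0.06 mM NADH at pH 7.4.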
# Vif-APOBEC3F blk = inhibitors of Vif-A3F interaction; HeLa A3F-eYFP + Vif (tagged APOBEC3F with the HIV-1 protein that degrades it), YFP fluorescence increase; Potency, µM (highest dose often 46.1 µM), for the others: at the highest dose activity, negative = active; 390,000 compounds, 0.2% hits; AID 602313; note: potency is the fitted concentration of half-maximal effect; % of control where 0% means no effect; nearly all actives have a fitted effect of over 65% in size
#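 HeLa cells stably expressing Vif plus C-terminally eYFP-tagged A3F were seeded, incubated overnight at 37 deg C, dosed with compound, incubated overnight again at 37 deg C. Yellow fluorescence (Ex 488/Em 500-530) reported blocked Vif-mediated A3F-eYFP degradation.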
# Vif-A3G inh = Vif-A3G binding inhibition; Potency, µM (doses to about 46.1 µM), for the others: top-dose activity, negative = active, actives largely listed as inhibitors; AID 602310; HeLa A3G-eYFP + Vif (tagged APOBEC3G with the HIV-1 protein that degrades it), YFP fluorescence, overnight; Q9HC16; 410,000 compounds, 0.076% hits;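 note: potency is the fitted concentration of half-maximal effect; % is set by controls: 0 for no effect and ±100 for the full control effect; nearly all actives have a fitted effect of over 60% in size; hits raise eYFP signal because A3G escapes Vif-driven loss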
# Target sequence (Q9HC16 whole entry, looked up): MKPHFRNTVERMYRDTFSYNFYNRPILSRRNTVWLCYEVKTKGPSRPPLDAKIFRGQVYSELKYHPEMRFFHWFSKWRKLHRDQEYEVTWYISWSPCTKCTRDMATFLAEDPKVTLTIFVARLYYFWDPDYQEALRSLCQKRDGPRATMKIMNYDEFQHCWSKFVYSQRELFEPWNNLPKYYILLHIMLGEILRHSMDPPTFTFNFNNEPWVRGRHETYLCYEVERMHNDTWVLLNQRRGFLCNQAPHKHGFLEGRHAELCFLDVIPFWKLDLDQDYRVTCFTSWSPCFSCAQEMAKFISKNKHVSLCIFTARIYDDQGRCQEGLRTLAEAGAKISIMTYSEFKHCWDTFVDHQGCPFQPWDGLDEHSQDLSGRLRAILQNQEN
#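 HeLa cells stably expressing Vif and C-terminally eYFP-tagged A3G, seeded overnight at 37 deg C, then exposed to compound by pintool overnight at 37 deg C. Rise in yellow fluorescence (Ex 488/Em 500-530, Acumen) marks blocked Vif-driven A3G degradation.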
# D1 antagonist = blocks dopamine activation of the human D1 receptor; P21728; HEK293 TREx D1 cells, calcium flux, dopamine EC80; stronger effect = lower value; activity change, negative = inhibition, % at 10 µM; 360,000 compounds, 3.2% hits; in the data active = activity change below about -30%; note: % is set by controls: 0 for no effect and ±100 for the full control effect
#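 Compound effects on dopamine-evoked calcium signalling were measured in tetracycline-induced HEK293 Trex D1 cells. Dopamine at EC80 followed a 180 s compound pre-read, and fluorescence was tracked kinetically for 180 s more.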
# D2 PAM = positively modulates the human D2 dopamine receptor allosterically | AID 485347 | HEK293 T-REx D2, calcium flux, EC20 dopamine potentiation | 340,000 compounds, 0.34% hits | potentiation, % at 10 µM | P14416;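 active = potentiation over 3 SD above the plate norm, cut at about 30% in these data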; note: 0% is about no effect
#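 Using a no-wash calcium dye in inducible, force-coupled HEK293 Trex cells expressing D2, we tracked fluorescence each second for 180 s after compound, then for 180 s after EC20 dopamine to detect augmented signalling.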
# Numbers without * were called inactive; x = no result given; & = joins results of further samples. Unless noted, calls come from the whole dose curve; as a rule, active = well fitted curve in the direction sought with a large enough effect; inconclusive = small, poorly fitted or top-dose-only effect, or another doubt; inactive = no such curve, though single readings can be large; an effect the other way counts as inactive or inconclusive. These rows are one share of the data. The share of hits here may be higher or lower than overall.
SMILES,D1 PAM,RXFP1 agonist,D1 ag,Glioma ERSR ind,LDHA inh,Vif-APOBEC3F blk,Vif-A3G inh,D1 antagonist,D2 PAM
CCN1C(=O)N(CC)C2NC(=S)NC21 (centres undefined),1,1.3%,1,-1%,2,-6%,1%,8,-9
CCC(=O)Nc1ccc(CC)cc1-c1nc2ccccc2n(CC(=O)Nc2cccc(Cl)c2)c1=O,-1,-3.9%,3,-5%,3,-2%,-7%,2,-7
O=C(NC1CCCC1)C(c1ccc(F)cc1)N(Cc1ccc(F)cc1)C(=O)CCl (centres undefined),1,0.2%,2,-3%,-5,-6%,0%,6,-5
CCOC(=O)C1CCN(S(=O)(=O)c2ccc(-c3cc(C(F)(F)F)n(C)n3)s2)CC1,1,1.6%,14,-2%,-3,-4%,0%,-12,8
Cc1ccc(OC(=S)Nc2ccc(O)cc2)cc1,-4,-1.0%,1,-2%,1,-8%,-1%,8,5
CC1(C)CC2CC(C)(CN2S(=O)(=O)c2ccc(C(=O)Nc3cccc(S(=O)(=O)N4CCOCC4)c3)cc2)C1 (centres undefined),-8,-0.9%,14,1%,-4,-8%,5%,2,23
COc1ccc(C(=O)C2CCN(C(=S)NCCc3ccccc3)CC2)cc1,-12,0.0%,15,-3%,-11,12%,-1%,-14,3
COc1ccccc1OCC(=O)Nc1cc(S(=O)(=O)N2CCCCC2)ccc1N1CCCCC1,-14,2.2%,1,-5%,5,-18%,-2%,7,-1
COC(=O)c1ccc(C23CC4(C2)[C@H](CN(Cc2ccc(C(F)(F)F)cc2)[C@@H]4c2ccccc2)C3c2ccc(Cl)nc2)cc1 (some centres undefined),3,0.0%,4,-1%,-4,-2%,3%,14,-5
COc1cc(C#N)ccc1OCC(=O)Nc1cccc(S(=O)(=O)N(C)c2ccccc2)c1,x,x,x,-5%,0,1%,2%,x,x
CCOc1ccc2nc(NC(=O)c3nc(SC)ncc3Cl)sc2c1,1,2.2%,3,-1%,-1,-4%,2%,4,10
Cc1ccc2nc(SCc3ccc([N+](=O)[O-])cc3)nc(C)c2c1,2,3.3%,0,-1%,-4,0%,1%,4,-8
O=C(NCCC(=O)N1CCCC(C(F)(F)F)C1)c1ccc(Br)cc1 (centres undefined),1,0.1%,3,-1%,-6&-10,4%,-5%,1,-2
CCOC(=O)Cn1nnnc1C(C(C)C)N(Cc1cc2c(C)cc(C)cc2[nH]c1=O)C1CCCC1 (centres undefined),5,-2.0%,0,-6%,0,-20%,-1%,-4,8
FC(F)(F)c1nnc2c(Sc3ccccc3)nc3ccccc3n12,5,5.4%,3,11%,2,-27%,-9%,6,17
O=C(COC(=O)C1(c2ccccc2F)CCCC1)NC1CCS(=O)(=O)C1 (centres undefined),-2,0.4%,3,0%,-2,-9%,0%,15,-3
CC1C(=O)N2CCCc3cc(S(=O)(=O)N4CCC(C(N)=O)CC4)cc1c32 (centres undefined),-5&-1,-0.9%&-4.1%,5&1,-3%&-6%,4&14,1%&-1%,-6%&-2%,23,11&0
Cc1ccccc1CSc1nc2ccccc2c(=O)n1C,-1,1.0%,10,-1%,-3,-1%,0%,13,4
O=C(NCCc1ccccc1)C(=S)N1CCCCC1,8,0.3%,2,-3%,-3,11%,3%,2,-1
CCOc1cccc(C(=O)Nc2cccc(C(=O)NC(C)(C)C)c2)c1,-4,0.5%,1,1%,0,-1%,0%,-4,-5
Cc1ccc(NC2CCCN(C(=O)c3cccc4nccnc34)C2)cc1C (centres undefined),-9,0.1%,1,-3%,3,-5%,-1%,5,3
Cc1ccc(S(=O)(=O)N(C)c2ccc(OC(C)C(=O)N(C)c3ccccc3)cc2)cc1 (centres undefined),-9,0.5%,7,-2%,-3,-3%,-4%,-25,3
Cn1cc(/C=C(\C(=O)O)C(C(=O)O)=C2CCCCC2)c2ccccc21,8,1.2%,7,-6%,3,-16%,-2%,3,1
COc1ccc(NC(=O)COC(=O)Cc2ccc(Br)cc2)cc1,-12,-0.4%,1,-1%,-2,-1%,0%,-13,-7
Cc1cc(C)n2c(SCC(=O)Nc3ncc(C(F)(F)F)cc3Cl)nnc2n1,-2,7.5%,3,3%,4,-17%,0%,5,2
# The list continues.
SMILES,D1 PAM,RXFP1 agonist,D1 ag,Glioma ERSR ind,LDHA inh,Vif-APOBEC3F blk,Vif-A3G inh,D1 antagonist,D2 PAM
Cn1c(=O)[nH]c(=O)c2c1nc1n2CCCN1CCc1ccccc1,-2,0.1%,2,0%,-7,1%,-7%,3,6
O=c1oc2ccc(Cl)cc2cc1-c1nnc(Nc2cccc(C(F)(F)F)c2)s1,-3,2.5%,6,-2%,-14,0%,1%,-17,4
COCCNC(=O)NC(=O)CSc1nc(C)c(C)c(C)n1,-2,6.7%,1,-4%,0,-6%,-1%,3,-2
O=C(CC1COc2ccccc2O1)NC1CCCCC1 (centres undefined),-7,2.2%,0,3%,-6,-3%,-5%,-11,x
Cc1[nH]c2ccccc2c1/C=N/NC(=O)c1cccc(F)c1,-2,-2.3%,1,1%,-14,0%,2%,-66*,-7
CCCCOC(=O)CSC1=C(C#N)C(c2ccccc2OCC)C(C#N)C(=O)N1 (centres undefined),-5,2.3%,-1,-2%,-6,0%,-28%,9,20
CCC(=O)N(CCc1ccccc1)Cc1cc2cc(OC)ccc2[nH]c1=O,-2,0.0%,1,3%,-5,-3%,-1%,4,5
COc1ccc(CCNc2nc(Cl)nc(NC(C)(C)CO)n2)cc1OC,1,1.4%,2,-4%,-1,-5%,-7%,-9,8
O=C(NCCc1ccc(F)cc1)c1ccc(Cl)c(S(=O)(=O)N2CCOCC2)c1,-9,0.6%,10,1%,1,1%,1%,-33*,-4
O=C(NCc1ccccc1)NC(O)C(Cl)(Cl)Cl (centres undefined),4,-0.3%,4,-3%,-2,-17%,0%,8,-2
COc1ccc(CCC(=O)OCC(=O)Nc2c(C)nn(-c3ccccc3)c2C)cc1,0,0.9%,0,-4%,-2,9%,-1%,17,1
COc1ccccc1NC(=O)CSc1nn2c(=O)c(C)nnc2s1,-1,3.7%,1,4%,-8,-4%,2%,4,9
Cc1cc(C)c(NS(=O)(=O)c2ccc3c(c2)oc(=O)n3C)c(C)c1,x,x,x,-4%,-9,-5%,-5%,x,x
CCOc1ccc(CNC(=O)CCC(=O)N2CC3CCCN3c3ccccc32)cc1 (centres undefined),-1,-0.6%,1,-1%,14,0%,3%,12,13
COc1cccc(C2CC(C(F)(F)F)n3nc(C(=O)Nc4c(C)n(C)n(-c5ccccc5)c4=O)cc3N2)c1 (centres undefined),4,1.2%,2,-1%,0,-16%,-8%,-3,7
Cc1cc(Cl)c2oc(C(=O)N(C)Cc3nccn3C)c(C)c2c1,-1,2.7%,2,-2%,-3,-6%,1%,-30,-22
N#Cc1ccccc1NC(=O)C1CC(=O)N(c2ccc3c4c(cccc24)CC3)C1 (centres undefined),-7,1.4%,0,-2%,-4,-2%,0%,-2,-3
CCO[C@H]1OC(C(=O)N2CCN(Cc3ccc4c(c3)OCO4)CC2)=C[C@@H](C2CCCCC2)[C@@H]1CCCO,-4,0.8%,-4,-3%,-2,-5%,-1%,10,1
COCC(=O)Nc1ccc(Br)c(C)c1,-1,0.5%,2,-1%,-5,2%,-1%,1,2
Clc1ccc(-c2c[n+](Cc3ccc(Cl)cc3Cl)c3n2CCCCC3)cc1,-1,2.3%,7,-4%,-2,1%,-14%,12,-6
CC(=O)NCCn1c(SCC(=O)NCCC(C)C)nc2ccccc2c1=O,-3,1.7%,12,0%,-2,-4%,0%,47,15
O=C(NCC(=O)N(c1ccccc1F)C(C(=O)NCC1CCCO1)c1ccccc1)c1ccco1 (centres undefined),0,0.4%,0,-5%,-6,2%,-1%,2,1
Cc1ccc(-c2nc3ccc(Cl)cc3c(=O)n2O)cc1,-3,-2.9%,25,1%,0,-5%,1%,5,-8
Cc1ccc(-n2c(-c3cccc(C)c3)nc3c(cnn3-c3ccccc3)c2=O)cc1,-2,0.0%,4,0%,-1,-9%,-2%,5,-3

# Copied from the results shown (ten entries):
SMILES,D1 PAM,RXFP1 agonist,D1 ag,Glioma ERSR ind,LDHA inh,Vif-APOBEC3F blk,Vif-A3G inh,D1 antagonist,D2 PAM
COc1cccc(C2CC(C(F)(F)F)n3nc(C(=O)Nc4c(C)n(C)n(-c5ccccc5)c4=O)cc3N2)c1 (centres undefined),4,1.2%,2,-1%,0,-16%,-8%,-3,7
Cc1cc(Cl)c2oc(C(=O)N(C)Cc3nccn3C)c(C)c2c1,-1,2.7%,2,-2%,-3,-6%,1%,-30,-22
N#Cc1ccccc1NC(=O)C1CC(=O)N(c2ccc3c4c(cccc24)CC3)C1 (centres undefined),-7,1.4%,0,-2%,-4,-2%,0%,-2,-3
CCO[C@H]1OC(C(=O)N2CCN(Cc3ccc4c(c3)OCO4)CC2)=C[C@@H](C2CCCCC2)[C@@H]1CCCO,-4,0.8%,-4,-3%,-2,-5%,-1%,10,1
COCC(=O)Nc1ccc(Br)c(C)c1,-1,0.5%,2,-1%,-5,2%,-1%,1,2
Clc1ccc(-c2c[n+](Cc3ccc(Cl)cc3Cl)c3n2CCCCC3)cc1,-1,2.3%,7,-4%,-2,1%,-14%,12,-6
CC(=O)NCCn1c(SCC(=O)NCCC(C)C)nc2ccccc2c1=O,-3,1.7%,12,0%,-2,-4%,0%,47,15
O=C(NCC(=O)N(c1ccccc1F)C(C(=O)NCC1CCCO1)c1ccccc1)c1ccco1 (centres undefined),0,0.4%,0,-5%,-6,2%,-1%,2,1
Cc1ccc(-c2nc3ccc(Cl)cc3c(=O)n2O)cc1,-3,-2.9%,25,1%,0,-5%,1%,5,-8
Cc1ccc(-n2c(-c3cccc(C)c3)nc3c(cnn3-c3ccccc3)c2=O)cc1,-2,0.0%,4,0%,-1,-9%,-2%,5,-3
